Tb PYK inh = blocks Trypanosoma brucei pyruvate kinase. 0.12% of 410,000 active. Q57TT1. TbPYK enzyme, Kinase-Glo Plus ATP luminescence, 45 min. Potency, µM (top dose mostly 76.8 µM), for inactives: top-dose activity, negative = inhibition, actives largely listed as inhibitors; further: potency means the concentration at half of the fitted maximal effect; on the % scale 0 is the no-effect control and ±100 the full control effect; nearly all actives have a fitted effect of over 50% in size
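Readout: single end-point luminescence (Kinase-Glo Plus, 10 min). Reaction conditions were TbPYK/substrate plus 130 uM ADP, 45 min at RT, pH 7.2 TEA buffer. No-enzyme wells served as controls, and data were normalized before concentration-response fitting.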
Pf growth 96h = inhibits malaria parasite growth, 96 h; P. falciparum luciferase reporter growth, 96 h; Potency, µM (highest dose often 28.7 µM), inactives show top-dose activity change, negative = inhibition, most hits filed as inhibitors; 6.9% of 320,000 active; AID 504834; further: potency means the concentration at half of the fitted maximal effect; on the % scale 0 is the no-effect control and ±100 the full control effect
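Parasite growth measured via integrated firefly luciferase reporter in P. falciparum. Infected erythrocytes at 2% hematocrit, 0.05% parasitemia final were treated 96 hours at 37 C under 5% CO2, and luminescence was read.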
Cycloheximide cs = affects cycloheximide protein synthesis inhibition readout, counter-screen; cell reporter, cycloheximide protein synthesis inhibition counterscreen; max response, %; 12% of 300,000 active; AID 2314; in the data active means max response mostly above about 13%, no sharp cut-off; inactive means mostly below about 14%; further: read at 38.3 µM for the half of the compounds with a filed dose; 0% is about no effect
Pf growth 48h = inhibits P. falciparum growth in the first generation, 48 h | P. falciparum luciferase growth in erythrocytes, 48 h | Potency, µM (titrated, usually from 28.7 µM), for inactives: at the top dose activity change, negative = inhibition, actives largely listed as inhibitors | 5.9% of 310,000 active; further: potency means the concentration at half of the fitted maximal effect; on the % scale 0 is the no-effect control and ±100 the full control effect
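Luciferase-expressing P. falciparum in infected erythrocytes (2% hematocrit, 0.1% parasitemia final) in RPMI 1640/0.5% Albumax were exposed to compound for 48 hours at 37 C, 5% CO2; growth read as luminescence.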
Shiga inhibitor = blocks Shiga toxin action in Vero cells | Vero cells, Shiga toxin protein synthesis inhibition reporter | 9.2% of 290,000 active | inhibition, % at 38.7 µM; in the data active means inhibition mostly above about 28%, no sharp cut-off; inactive means mostly below about 43%; further: 0% is about no effect
HCV inh = inhibitors of hepatitis C virus infection. Huh7.5.1 HCVcc-Cre infection, luciferase reporter, 44 h. Potency, µM (highest dose often 41.8 µM), for the others: at the highest dose activity change, negative = inhibition, actives largely listed as inhibitors. 3.4% of 340,000 active. AID 651820; further: potency means the concentration at half of the fitted maximal effect; on the % scale 0 is the no-effect control and ±100 the full control effect
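Infectious HCVcc-Cre (~0.5 moi) was added to cells just after compound, with cells seeded 4 h earlier at 1,000 per well. Luciferase activity after 44 h culture reported infection; substrate was incubated 15 min at room temperature before reading.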
LmPK inhibitor = inhibitors of Leishmania mexicana pyruvate kinase. Q27686. purified LmPK, Kinase-Glo ATP luminescence, 1 h. Potency, µM (series often up to 57.5 µM), without a hit: at the highest dose activity change, negative = inhibition, actives largely listed as inhibitors. 0.37% of 290,000 active. AID 1721; further: potency means the concentration at half of the fitted maximal effect; on the % scale 0 is the no-effect control and ±100 the full control effect
Target sequence (Q27686 whole entry, looked up): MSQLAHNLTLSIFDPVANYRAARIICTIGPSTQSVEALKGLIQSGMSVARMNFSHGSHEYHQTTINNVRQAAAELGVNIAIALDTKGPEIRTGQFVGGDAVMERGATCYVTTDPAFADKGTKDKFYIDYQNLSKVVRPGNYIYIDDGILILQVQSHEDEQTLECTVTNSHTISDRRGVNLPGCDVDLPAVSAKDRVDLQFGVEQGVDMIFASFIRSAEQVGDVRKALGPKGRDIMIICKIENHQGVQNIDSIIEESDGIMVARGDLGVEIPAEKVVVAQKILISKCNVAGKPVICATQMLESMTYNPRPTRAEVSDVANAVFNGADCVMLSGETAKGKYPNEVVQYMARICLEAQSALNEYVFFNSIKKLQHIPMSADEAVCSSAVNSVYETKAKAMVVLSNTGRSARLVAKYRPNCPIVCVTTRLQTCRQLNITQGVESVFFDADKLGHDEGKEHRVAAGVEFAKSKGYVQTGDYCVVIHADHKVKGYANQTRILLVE
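In 50 mM imidazole pH 7.2 with 7 mM MgCl2, LmPK (0.1 nM) turned over PEP (0.5 mM) and ADP (0.1 mM) for 1 h at room temperature. Luciferase read-out of ATP.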
Starred values were filed as active, the others as inactive; ? = inconclusive; . = no result given; & = joins results of further samples; [ ] = remark or other dose. Unless noted, the call rests on the fitted dose curve; in most records, active means well fitted curve in the direction sought with a large enough effect; inconclusive means small, poorly fitted or top-dose-only effect, or another doubt; inactive means no such curve, though single readings can be large; an effect the other way counts as inactive or inconclusive.

#1 O=C(NCCc1cscn1)C1CCC(=O)N(Cc2ccc(Cl)cc2)C1 (stereo unspecified)
#2 O=C(NN=C1CCCC1)c1ccc([N+](=O)[O-])cc1
#3 Cc1ccc2[nH]c3c(=O)n(Cc4ccco4)cnc3c2c1
#4 CN(C)S(=O)(=O)c1ccc2oc(SCC(N)=O)nc2c1
#5 O=C(CSc1nn(-c2ccc(F)cc2)c(=S)s1)NCC1CCCO1 (stereo unspecified)
#6 COc1c(Br)cc2c(C)c(C(=O)N3CCOCC3)oc2c1Br
#7 CCC(C)N1C(=O)c2ccccc2C1C(=O)NC1CCCCCC1 (stereo unspecified)
#8 CC(=O)Nc1nnc(S(N)(=O)=O)s1

entry no.	1	2	3	4	5	6	7	8
HCV inh	34%[activator]	9%	6%	-6%	-11%	?	4%	1%[8.37 µM]
Tb PYK inh	5%	-9%	3%	-1%	0%	0%	2%	-4%&-7%
Pf growth 96h	-7%	0%	33%[activator]	.	?	-18%	?	-10%&-8%
LmPK inhibitor	-6%	2%	-1%	7%	12%	3%	2%	-3%
Cycloheximide cs	-4	8	-1	-3	-2	0	-2	-3
Pf growth 48h	29%	12%	4%	15%	1%	?	0%	5%&-6%
Shiga inhibitor	-21	28	33	-12	-7	-19	-13	-7

#9 Cc1cnc(C(=O)Nc2ccccc2-c2nnn(CC(=O)NC3CCCC3)n2)cn1
#10 C=CCOc1ccc(C(=O)Nc2ccc3c(c2)n(C)c(=O)n3C)cc1
#11 O=C(Nc1cccc(F)c1)Nc1ccc(Cl)cn1
#12 O=S(=O)(Nc1ccc(Cl)cc1)c1cccc2cccnc12
#13 CC1CC(=O)Nc2ccccc2N1S(=O)(=O)c1cccc(Cl)c1 (stereo unspecified)
#14 CC1C(c2ccccc2)N(C)C(c2ccccc2)C(C)C1(O)C#Cc1ccccc1 (stereo unspecified)
#15 CCN(CC)C(=O)c1[nH]cnc1C(=O)Nc1ccc(C)cc1
#16 O=C(COc1ccc(Cl)cc1)NCc1nnc(SCC(=O)Nc2ccccc2F)o1

entry no.	9	10	11	12	13	14	15	16
HCV inh	19%	-40%	7%	3%	-11%	1%	-1%	5%
Tb PYK inh	-2%	2%	1%	-8%	-4%	6%	-9%	-19%
Pf growth 96h	-9%[5.75 µM]	-4%	-20%	1%	40%[activator]	-15%	13%	53%[activator]
LmPK inhibitor	2%	1%	4%	0%	1%	8%	.	0%
Cycloheximide cs	-4	9	24*	1	-3	6	.	-1
Pf growth 48h	?	-11%	63%[activator]	-20%	1%	9.3µM*	37%[activator]	-6%
Shiga inhibitor	9	8	38*	-9	-15	-5	.	-2

#17 O=C(Nc1ccc(Cl)cc1)[C@@H]1[C@@H]2C(=O)N(c3ccc4ccccc4c3)C(=O)[C@@H]2[C@H]2C=CC=NN21
#18 c1ccc(CNc2cncnc2)cc1
#19 C=CCSc1nnc(-c2c[nH]c3ccccc23)n1CCOC
#20 O=C(CN1CCCN(Cc2ccc(F)cc2Cl)C1=O)NC1CCCCCCC1
#21 CCCOc1cccc(C2/C(=C(/O)c3ccccc3)C(=O)C(=O)N2CCN(C)C)c1 (stereo unspecified)
#22 CN(C)c1ccc(CNCCC(Cc2ccccc2)c2ccco2)cc1 (stereo unspecified)
#23 CCC(=O)Nc1ccc2c(c1)ncn2CCc1ccccc1
#24 Cc1cc(C)cc(-n2ncc3c2CCCC3NC(=O)c2cc(C)n(C)n2)c1 (stereo unspecified)

entry no.	17	18	19	20	21	22	23	24
HCV inh	?	16%	9%	-15%	5%&21%	?	4%	?
Tb PYK inh	-23%	0%	10%	30%	3%	6%	1%	29%
Pf growth 96h	.	3%	-56%	?	?	9.3µM*	-12%	2%
LmPK inhibitor	-10%	-4%	2%	2%	3%	-15%	2%	0%
Cycloheximide cs	-4	-3	-4	16	-5	-8	7	22*
Pf growth 48h	-23%	1%	-9%	?	-3%	?	5%	-20%
Shiga inhibitor	-13	.	-16	8	-13	1	27	36*

#25 CCN(CC)c1ccc(N=CN2CCOCC2)cc1
#26 COCCNC(=S)Nc1ccc2nsnc2c1
#27 COc1ccccc1COC(=O)Nc1c(C)nn(C)c1Cl
#28 COc1ccc(NC(=O)c2cncc(Br)c2)cc1S(=O)(=O)N1CCCCC1
#29 COc1ccc(C(c2nnnn2C(C)(C)C)N2CCN(c3nc4ccccc4s3)CC2)cc1OC (stereo unspecified)
#30 Cc1cccc(-n2c(C)cc(C=C(C#N)C#N)c2C)c1
#31 COc1ccc(N(CC(=O)NC2CCCCC2)C(=O)CNC(=O)c2ccco2)cc1OC
#32 Cc1cc(C(=O)NNC(=S)Nc2ccccc2C)cs1

entry no.	25	26	27	28	29	30	31	32
HCV inh	-10%	7%	4%	?	8%	6%	5%	-2%
Tb PYK inh	-9%	-16%	-5%	-4%	4%	3%	-2%	8%
Pf growth 96h	?	21%	-10%	-101%	?	?	-18%	193%[activator]
LmPK inhibitor	-6%	-5%	-2%	3%	-1%	-2%	2%	-20%
Cycloheximide cs	-3	16*	-2	-2	15	7	2	34*
Pf growth 48h	?	36%[activator]	5%	?	5.2µM*	-6%	-28%	200%[activator]
Shiga inhibitor	6	-19	-6	16	40	-11	15	67*

#33 OCCCn1c(CCCNc2nc(-c3cccc(Br)c3)cs2)nc2cc(Cl)c(N3CCCCC3)cc21
#34 O=C1N(CCCN2C(=O)C3(OCCO3)c3ccccc32)c2ccccc2C12OCCO2
#35 Cc1cc2nc(CCN(C(=S)NCC3CCCO3)C3CCCC3)[nH]c2cc1C (stereo unspecified)
#36 COc1ccc(Cl)cc1Nc1nc(N2CCCC2)nc(N2CCCC2)n1
#37 COc1ccc(Oc2cccc(Cl)c2CNC(=O)CC(C)(C)CC(=O)O)cc1
#38 Cc1ccc(C(=O)CSc2nnc3c4ccccc4nc(C(C)(C)C)n23)cc1
#39 O=C(CNCC1CCCCC1)Nc1cccc(S(=O)(=O)N2CCOCC2)c1
#40 COc1ccc(NC(=O)CN2CCC(NC(=O)c3ccc(OC)cc3)CC2)cc1

entry no.	33	34	35	36	37	38	39	40
HCV inh	?	9%	11µM*	-1%	14%	?	2%	-5%
Tb PYK inh	-7%	8%	-7%	.	-6%	?	-2%	2%
Pf growth 96h	?	8.3µM*	?	16%	8%	34%[activator]	16%	0%
LmPK inhibitor	-5%	2%	-6%	3%	-1%	0%	-3%	2%
Cycloheximide cs	1	-3	-4	-6	1	-3	-8	-1
Pf growth 48h	?	?	-24%	10%	83%[activator]	-3%	-8%	-2%
Shiga inhibitor	-2	-6	3	-13	5	6	-12	.

#41 COC(=O)C1=C(c2ccc(Cl)c(C(F)(F)F)c2)C[C@@H]2CC[C@H]1N2C(=O)NCCOc1ccc(OC)cc1
#42 CCC(=O)/C=C1\Sc2ccc(OC)cc2N1CC
#43 Cc1ccc(CNC(=O)c2cc3c(=O)n4ccccc4nc3n(CC3CCCO3)c2=N)cc1 (stereo unspecified)
#44 CCSc1nnc(NC(=O)C2C3CCC(C3)C2C(=O)O)s1 (stereo unspecified)
#45 COc1ccc(Nc2ncnc3ccc(Br)cc23)cc1OC
#46 CCOc1ccc(Cl)cc1CNCCCSc1nc(C)cc(C)n1
#47 COc1ccc(-n2c(=O)c3c4c(sc3n(CC(N)=O)c2=O)CCCCC4)cc1
#48 O=S(=O)(Nc1ccc(O)c2ccccc12)c1cccs1

entry no.	41	42	43	44	45	46	47	48
HCV inh	?	-23%	?	0%	?	3%	-17%	?
Tb PYK inh	4%	-15%	3%	3%	7%	-7%	-3%	-16%
Pf growth 96h	?	-4%	?	6%	34%[activator]	169%[activator]	-9%	-17%
LmPK inhibitor	.	8%	-2%	1%	-8%	6%	1%	11µM*
Cycloheximide cs	.	6	-4	-3	-5	-2	-3	-3
Pf growth 48h	?	-25%	2.6µM*	-6%	?	?	?	0%
Shiga inhibitor	.	-7	-6	-2	2	-14	3	4

From no. 39 to 48, copied from above:
#39 O=C(CNCC1CCCCC1)Nc1cccc(S(=O)(=O)N2CCOCC2)c1
#40 COc1ccc(NC(=O)CN2CCC(NC(=O)c3ccc(OC)cc3)CC2)cc1
#41 COC(=O)C1=C(c2ccc(Cl)c(C(F)(F)F)c2)C[C@@H]2CC[C@H]1N2C(=O)NCCOc1ccc(OC)cc1
#42 CCC(=O)/C=C1\Sc2ccc(OC)cc2N1CC
#43 Cc1ccc(CNC(=O)c2cc3c(=O)n4ccccc4nc3n(CC3CCCO3)c2=N)cc1 (stereo unspecified)
#44 CCSc1nnc(NC(=O)C2C3CCC(C3)C2C(=O)O)s1 (stereo unspecified)
#45 COc1ccc(Nc2ncnc3ccc(Br)cc23)cc1OC
#46 CCOc1ccc(Cl)cc1CNCCCSc1nc(C)cc(C)n1
#47 COc1ccc(-n2c(=O)c3c4c(sc3n(CC(N)=O)c2=O)CCCCC4)cc1
#48 O=S(=O)(Nc1ccc(O)c2ccccc12)c1cccs1

entry no.	39	40	41	42	43	44	45	46	47	48
HCV inh	2%	-5%	?	-23%	?	0%	?	3%	-17%	?
Tb PYK inh	-2%	2%	4%	-15%	3%	3%	7%	-7%	-3%	-16%
Pf growth 96h	16%	0%	?	-4%	?	6%	34%[activator]	169%[activator]	-9%	-17%
LmPK inhibitor	-3%	2%	.	8%	-2%	1%	-8%	6%	1%	11µM*
Cycloheximide cs	-8	-1	.	6	-4	-3	-5	-2	-3	-3
Pf growth 48h	-8%	-2%	?	-25%	2.6µM*	-6%	?	?	?	0%
Shiga inhibitor	-12	.	.	-7	-6	-2	2	-14	3	4

(next part)
#49 COC(=O)C(C)N(c1ccc(C)cc1)S(=O)(=O)c1c(C)[nH]c(=O)[nH]c1=O (stereo unspecified)
#50 Cn1cc(-c2ccc(Cl)cc2)cc(C#N)c1=O
#51 Cc1ccccc1NC(=S)N(C)Cc1cn(C)c2ccccc12
#52 CC(=O)C1=C(C)N(Cc2ccccc2)C(=O)N[C@H]1c1ccco1
#53 COc1ccccc1NC(=O)C1=C(C)Nc2nnnn2C1c1ccncc1 (stereo unspecified)
#54 CCCOc1ccc(Cc2c(O)nc(SC)[nH]c2=O)cc1
#55 C=CCn1c(COc2ccccc2F)nnc1SCC(=O)Nc1cc(C)on1
#56 Cc1cccc(N2CCN(C(=O)c3cccc(NC4=NC5CS(=O)(=O)CC5S4)c3)CC2)c1C (stereo unspecified)

entry no.	49	50	51	52	53	54	55	56
HCV inh	17%	5%	1%	-8%	8%	14%	-8%	14%
Tb PYK inh	1%	4%	13%	-1%	-14%	-6%	-10%	2%
Pf growth 96h	.	-31%	66%[activator]	23%	?	-28%	7%	?
LmPK inhibitor	0%	-21%	3%	0%[11.5 µM]	-1%	0%	-1%	6%
Cycloheximide cs	-5	11	-2	4	-4	-3	1	-3
Pf growth 48h	8%	0%	?	46%[activator]	?	5%	0%	17%
Shiga inhibitor	-3	10	-14	3	-10	-6	-11	-7

Source: PubChem
